Screening data deposited in PubChem by several laboratories.
PME-1 inh: PME-1 inhibitors via competitive probe labeling, primary screen, biochemical, fluorescence polarization, FP-Rh probe, HTS | Protein phosphatase methylesterase 1 (Homo sapiens), Q9Y570 | recombinant PME-1 | inhibition, % at 5.9 µM | 320,000 tested, 0.53% active | AID 2130, 2009;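 active means inhibition above the campaign mean of all compounds plus 3 SD, cut at about 26% in these data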;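 further: competitive labeling of PME-1 active site by serine hydrolase directed probe; 0% = PME-1 with DMSO and 100% = wells lacking PME-1 enzyme; inhibitors block probe labeling so polarization falls and inhibition rises; many of its hits are not listed in these tables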
Target sequence (Q9Y570 whole entry, looked up): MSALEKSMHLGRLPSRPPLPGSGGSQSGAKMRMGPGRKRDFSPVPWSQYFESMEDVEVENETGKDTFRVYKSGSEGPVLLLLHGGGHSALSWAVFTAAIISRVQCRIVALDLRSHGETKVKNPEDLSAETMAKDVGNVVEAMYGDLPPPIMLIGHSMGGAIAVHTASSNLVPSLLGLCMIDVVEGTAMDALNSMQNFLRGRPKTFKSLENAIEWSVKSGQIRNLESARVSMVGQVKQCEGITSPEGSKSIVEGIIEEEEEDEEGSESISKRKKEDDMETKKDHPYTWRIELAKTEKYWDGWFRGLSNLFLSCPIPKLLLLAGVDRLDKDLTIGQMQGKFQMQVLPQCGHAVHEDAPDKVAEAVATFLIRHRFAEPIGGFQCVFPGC
GLD-1 RNA inh: GLD-1/TGE RNA complex disruptors, primary screen, biochemical, fluorescence polarization; purified GLD-1 + fluorescein TGE RNA; inhibition, % at 5.96 µM; AID 2280, 2010; 320,000 tested, 0.44% active; Female germline-specific tumor suppressor gld-1 (Caenorhabditis elegans), Q17339;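 active means percent inhibition above a per-plate cutoff, the plate mean of test compounds plus 3 SD, cut at about 30% in these data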;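 further: 0% = DMSO wells with GLD-1 and probe and 100% = wells lacking GLD-1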
MCL1 BIM primary: inhibitors of MCL1 binding to BIM-BH3, primary screen, biochemical, fluorescence polarization. GST-MCL1 / FITC-Bim-BH3 fluorescence polarization. inhibition, % at 10.9 µM. 320,000 tested, 0.68% active. Induced myeloid leukemia cell differentiation protein Mcl-1 (Homo sapiens), Q07820;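 active means inhibition above the mean inhibition of all tested compounds plus 3 SD, set per campaign, cut at about 40% in these data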;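 further: 0% = DMSO wells and 100% = unlabeled Bim-BH3 peptide control; higher means more loss of mP so more displacement of Bim peptide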
GSTO1 counter: inhibitors of recombinant GSTO1, primary screen, counter-screen for RBBP9 inhibitor project, biochemical, fluorescence polarization; Glutathione S-transferase omega-1 (Homo sapiens), P78417; activity-based probe fluorescence polarization; inhibition, % at 5.96 µM; 300,000 tested, 1.1% active; AID 1974, 2009;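 active means inhibition above the campaign mean inhibition plus 3 SD, cut at about 35% in these data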;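 further: 0% = GSTO1-1 with DMSO and 100% = wells lacking GSTO1-1 enzyme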
PAD4 inh: human PAD4 inhibitors, primary screen, biochemical, fluorescence polarization, 1536-well format; recombinant PAD4, RCA probe fluorescence polarization; inhibition, % at 6.36 µM; AID 485272, 2010; Protein-arginine deiminase type-4 (Homo sapiens), Q9UM07; 330,000 tested, 0.41% active;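 active means percent inhibition above a cutoff equal to the mean of all tested compounds plus 3 SD, cut at about 15% in these data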;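 further: 0% = PAD4 with RCA probe and DMSO and 100% = probe without PAD4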
Target sequence (Q9UM07 whole entry, looked up): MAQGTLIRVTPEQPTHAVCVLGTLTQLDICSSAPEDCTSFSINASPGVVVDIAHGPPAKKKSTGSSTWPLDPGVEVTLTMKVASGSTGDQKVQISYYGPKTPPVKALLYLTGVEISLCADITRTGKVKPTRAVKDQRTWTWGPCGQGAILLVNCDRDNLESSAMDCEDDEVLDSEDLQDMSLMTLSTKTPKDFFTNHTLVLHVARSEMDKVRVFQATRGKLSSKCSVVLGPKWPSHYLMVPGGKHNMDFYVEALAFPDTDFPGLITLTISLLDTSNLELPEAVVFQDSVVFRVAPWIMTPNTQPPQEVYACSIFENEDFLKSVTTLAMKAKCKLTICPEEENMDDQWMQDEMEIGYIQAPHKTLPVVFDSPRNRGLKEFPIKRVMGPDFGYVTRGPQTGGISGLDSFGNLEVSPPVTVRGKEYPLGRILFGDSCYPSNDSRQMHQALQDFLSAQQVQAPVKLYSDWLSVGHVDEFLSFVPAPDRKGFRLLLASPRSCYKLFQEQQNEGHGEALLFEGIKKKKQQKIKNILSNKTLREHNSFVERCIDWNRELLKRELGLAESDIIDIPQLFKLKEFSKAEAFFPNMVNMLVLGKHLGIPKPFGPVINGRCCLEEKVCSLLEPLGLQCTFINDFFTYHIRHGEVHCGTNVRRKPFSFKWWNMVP
MEX-5 binding: MEX-5 zinc finger RNA-binding disruptors – biochemical, C. elegans, fluorescence polarization, MLPCN library, primary screen; activity score (negative = inhibition of binding), % at 10 µM; 300,000 tested, 0.38% active; MEX-5/FITC-TCR2 RNA binding; stronger effect = lower value; AID 1832, 2009;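 active means inhibition past about -25% in most replicates, and total fluorescence under double the plate's negative control median, limit read from the data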;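 further: 0% = DMSO and -100% = 5 µM competing unlabeled TCR2 RNA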
TPT1 inh: Candida albicans TPT1 enzyme inhibitors, primary screen, biochemical, fluorescence polarization | tRNA 2'-phosphotransferase TPT1 (Candida albicans SC5314) | recombinant caTPT1, FP RNA substrate dephosphorylation | inhibition, % at 5 µM | 300,000 tested, 0.81% active | AID 1962, 2009;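 active means inhibition above the mean of all tested compounds plus 3 SD, set per screening campaign, cut at about 24% in these data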;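 further: plate controls were DMSO alone for no effect and ferristatin control at 100 nM for full effect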
Fam108B counter: mouse Fam108B serine hydrolase inhibitors, primary screen, counter-screen for RBBP9 inhibitor project, biochemical, fluorescence polarization; recombinant Fam108B, FP-Rh probe fluorescence polarization; inhibition, % at 9.51 µM; 300,000 tested, 0.33% active; AID 1947, 2009;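 active means inhibition above the screen mean inhibition plus 3 SD, computed separately per campaign, cut at about 18% in these data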;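 further: inhibitors lower polarization as less probe binds the enzyme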
BCLXL inh: inhibitors of human Bcl-xL, primary screen, biochemical, fluorescence polarization, HTS. Bcl-2-like protein 1 (Homo sapiens), Q07817. GST-Bcl-xL / FITC-Bim BH3 peptide fluorescence polarization. inhibition, % at 10.9 µM. 320,000 tested, 0.7% active. AID 2129, 2009;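 active means inhibition above the mean of all tested compounds plus 3 SD, cutoff set per campaign, cut at about 30% in these data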;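 further: 0% = DMSO wells and 100% = unlabeled Bim-BH3 peptide competitor; inhibitors lower millipolarization by displacing the labeled peptide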
The depositor's hits bear a star; x = no result given. A portion of the library. The share of hits here may be higher or lower than overall.

SMILES | PME-1 inh | GLD-1 RNA inh | MCL1 BIM primary | GSTO1 counter | PAD4 inh | MEX-5 binding | TPT1 inh | Fam108B counter | BCLXL inh
COc1ccc(-c2csc(NC(=O)c3ccccc3OC)c2C(=O)O)cc1OC | -8 | -3 | 1 | 8 | 1 | 0.0 | -2 | 6 | 16
CCOC(=O)c1c(/N=C/N(C)C)sc(/C=N/Nc2ccccc2)c1-c1ccc(Cl)cc1 | 1 | -11 | -68 | 3 | 2 | -3.2 | 40* | 3 | -23
COc1ccc(/C=N/NC(N)=S)cc1 | -3 | -1 | -3 | -3 | -4 | 0.0 | -1 | -3 | 0
O=C(CCc1ccccc1)NNC(=S)NC(=O)c1ccccc1 | -3 | 8 | 9 | -2 | 3 | 2.0 | -1 | 1 | 4
CCN(CC)CCN(C(=O)c1ccccc1OC)c1nc2ccc(F)cc2s1 | -7 | 7 | -6 | 5 | -6 | -2.6 | 0 | 0 | 3
COc1c(C)cc(Br)cc1C(=O)O | 3 | -4 | -4 | 1 | 1 | 2.6 | 1 | 8 | 3
Cc1cc(C)c(NC(=O)COc2nncc3ccccc23)c(C)c1 | -7 | -1 | -22 | 7 | -2 | -1.0 | -3 | 2 | 0
O=C(CCSCCc1ccccn1)Nc1c(F)c(F)c(F)c(F)c1F | 3 | -1 | -2 | 31 | -7 | 2.1 | -2 | 4 | 3
CCOC(=O)Cn1cnc2c(C#N)c3n(c2c1=O)CCCCC3 | -2 | 4 | 8 | 6 | 3 | 2.1 | -3 | 2 | 4
CCOC(=O)C1CCN(C(=O)CN(Cc2ccccc2)S(C)(=O)=O)CC1 | -1 | 12 | -1 | -5 | 5 | 1.4 | 1 | -2 | 3
COc1ccc(CCNC(=O)CCCc2nnc3n(C)c(=O)c4sccc4n23)cc1OC | 1 | 9 | 7 | 13 | 3 | 0.7 | -9 | -2 | 7
O=C(NCCC1=CCCCC1)c1ccc(Cl)c(S(=O)(=O)N2CCCCC2)c1 | -4 | -6 | -6 | -1 | -3 | -1.1 | 2 | -1 | -3
CCOC(=O)C1CCN(S(=O)(=O)C(F)(F)c2nc3ccccc3s2)CC1 | 1 | -1 | 12 | 2 | 0 | 0.1 | -2 | -1 | 7
Cc1ccc(S(=O)(=O)Oc2ccc(/C=N/NC(=O)c3nn(C)cc3Cl)cc2)cc1 | 1 | 2 | 4 | -15 | 1 | x | -2 | -5 | 1
Cc1ccc(S(C)(=O)=NC(=O)NC(=O)c2c(F)cccc2Cl)cc1 (stereo not drawn) | 1 | -2 | 2 | -9 | 5 | -3.0 | -1 | 0 | 3
Cc1ccc(Nc2nc(/N=C/NO)n[nH]2)cc1C | -1 | 2 | -3 | 7 | -4 | -0.1 | 6 | -1 | 0
c1ccc(Cn2c(SCc3cn4cccnc4n3)nnc2-c2ccco2)cc1 | -1 | -3 | -3 | 2 | -1 | -0.6 | -5 | 1 | -3
CCOC(=O)C1Nc2ccc(C(F)(F)F)cc2C2c3ccccc3CC12 (stereo not drawn) | 3 | -10 | 6 | 4 | 3 | 2.1 | -6 | -3 | 5
NC(=O)N/N=C/c1c(O)ccc2oc3c(c12)CCCC3 | -3 | -3 | 2 | 14 | -5 | x | 1 | 4 | 5
Cc1cc(C(=O)N/N=C/c2cc(Br)ccc2OC(=O)c2ccc(Br)cc2)n[nH]1 | -1 | -1 | -6 | 4 | -2 | -3.4 | 1 | -33 | -1

Exported tab-delimited: 10 of the compounds above
Structure	PME-1 inh	GLD-1 RNA inh	MCL1 BIM primary	GSTO1 counter	PAD4 inh	MEX-5 binding	TPT1 inh	Fam108B counter	BCLXL inh
O=C(CCSCCc1ccccn1)Nc1c(F)c(F)c(F)c(F)c1F	3	-1	-2	31	-7	2.1	-2	4	3
CCOC(=O)Cn1cnc2c(C#N)c3n(c2c1=O)CCCCC3	-2	4	8	6	3	2.1	-3	2	4
CCOC(=O)C1CCN(C(=O)CN(Cc2ccccc2)S(C)(=O)=O)CC1	-1	12	-1	-5	5	1.4	1	-2	3
COc1ccc(CCNC(=O)CCCc2nnc3n(C)c(=O)c4sccc4n23)cc1OC	1	9	7	13	3	0.7	-9	-2	7
O=C(NCCC1=CCCCC1)c1ccc(Cl)c(S(=O)(=O)N2CCCCC2)c1	-4	-6	-6	-1	-3	-1.1	2	-1	-3
CCOC(=O)C1CCN(S(=O)(=O)C(F)(F)c2nc3ccccc3s2)CC1	1	-1	12	2	0	0.1	-2	-1	7
Cc1ccc(S(=O)(=O)Oc2ccc(/C=N/NC(=O)c3nn(C)cc3Cl)cc2)cc1	1	2	4	-15	1	x	-2	-5	1
Cc1ccc(S(C)(=O)=NC(=O)NC(=O)c2c(F)cccc2Cl)cc1 (stereo not drawn)	1	-2	2	-9	5	-3.0	-1	0	3
Cc1ccc(Nc2nc(/N=C/NO)n[nH]2)cc1C	-1	2	-3	7	-4	-0.1	6	-1	0
c1ccc(Cn2c(SCc3cn4cccnc4n3)nnc2-c2ccco2)cc1	-1	-3	-3	2	-1	-0.6	-5	1	-3

The list goes on:
SMILES | PME-1 inh | GLD-1 RNA inh | MCL1 BIM primary | GSTO1 counter | PAD4 inh | MEX-5 binding | TPT1 inh | Fam108B counter | BCLXL inh
COc1ccccc1/C=N/Nc1nncc2ccccc12 | 14 | 2 | 8 | 5 | 2 | 0.3 | -1 | -2 | 1
NS(=O)(=O)c1ccc(CCNC(=O)CSc2nc3ccsc3c(=O)n2CC(=O)O)cc1 | 5 | 1 | -3 | 8 | -3 | 1.0 | 1 | -7 | 4
CCOC(=O)C1(CCOc2ccccc2)CCN(Cc2ccc(CO)o2)CC1 | 2 | 3 | 9 | 3 | 4 | 0.4 | 0 | 2 | 2
O=C(NCCCN=C1NS(=O)(=O)c2ccccc21)c1ccco1 | -4 | -2 | -3 | 3 | 3 | 1.5 | 2 | -4 | 1
COC(=O)C(CC(=O)c1cccc(OC)c1)c1ccc(F)cc1 (stereo not drawn) | 1 | 4 | 5 | 8 | -3 | 0.3 | -2 | 1 | 5
Cc1ccc(NC(=O)c2ccc(N3CCCC3=O)cc2)cc1S(=O)(=O)N1CCCCC1 | 1 | 5 | 0 | x | 0 | x | x | x | -3
COc1ccc(C(=O)NCCc2nnc3ccc(SCC(=O)NCc4ccc(F)cc4)nn23)cc1 | 9 | 0 | 8 | -1 | -1 | 0.1 | 3 | 4 | 7
CCN1C(=S)N[C@@H](CCc2ccccc2)C(C(=O)OC)=C1C | 1 | 7 | 4 | 7 | 1 | 1.8 | -6 | -1 | -2
CCC1(c2ccccc2)NC(=O)N(CC(=O)NCc2ccc(OC)cc2)C1=O (stereo not drawn) | -3 | 7 | -5 | 5 | 0 | 2.1 | -5 | 2 | 6
Cc1ccc(C(=O)n2nc(C#N)c(C#N)c2N)cc1 | 5 | 6 | 2 | 5 | 0 | -2.7 | -2 | 0 | 3
C=CCN(c1nc(C)cc(OC)n1)S(=O)(=O)c1ccc(C)cc1 | 1 | 8 | -7 | 2 | -2 | -0.7 | 4 | 0 | -1
CCN1C(=O)[C@H]2[C@@H](c3ccc(-c4ccc5c(c4)OCO5)cc3)N3CCC[C@@]3(C(=O)OC)[C@H]2C1=O | 2 | 6 | 3 | 11 | 1 | -6.2 | -3 | 6 | 7
Cc1ccc(-n2nc3c(c2NC(=O)c2ccc(S(=O)(=O)N4CCOCC4)cc2)CSC3)c(C)c1 | -26 | 10 | -1 | -31 | -2 | x | 0 | -21 | -4
CC(C)Nc1nc(Oc2cccc(Cl)c2Cl)cc(C(F)(F)F)n1 | 7 | 4 | 7 | 2 | -3 | 2.1 | -2 | 3 | 7
CCN(C(=O)Cc1c(C(=O)O)n(CC)c2ccccc12)c1cccc(C(F)(F)F)c1 | -6 | -5 | 2 | 3 | 6 | -4.8 | 2 | 4 | 2
N#Cc1c(-c2ccccc2)cc(C2CC2)nc1N | 3 | 2 | 6 | -4 | -4 | 0.2 | -2 | -7 | -1
NC(=O)c1ccc(Br)c(S(=O)(=O)N2CCCCC2)c1 | 0 | 2 | 5 | 1 | 2 | -1.1 | -1 | -2 | -1
CCOC(=O)C(CCCCCCP(=O)(c1ccccc1)c1ccccc1)NC(C)=O (stereo not drawn) | 1 | 0 | -5 | 12 | 2 | -1.2 | 3 | 2 | -3
Nc1nc(SCC(=O)N2CCCC2)[nH]c(=O)c1-c1ccccc1 | -4 | -1 | 4 | -7 | -1 | 0.2 | 1 | -2 | -2
Cc1ccc(OCC(=O)NCc2ccccc2)c([N+](=O)[O-])n1 | -1 | 0 | -13 | 6 | -1 | -2.0 | -4 | 1 | 5
CCOC(=O)CNC(=O)CSc1nc2c(C)cccc2cc1CC | -6 | -4 | 4 | 5 | 0 | 0.2 | -11 | 0 | 8
CC1CCN(C(=O)CN2C(=O)NC3(CCC(C)CC3)C2=O)CC1 (stereo not drawn) | 1 | 4 | 1 | x | 3 | x | x | x | 1
O=C(NCc1ccc2c(c1)OCO2)C1CCCN1S(=O)(=O)c1ccc(Cl)cc1 (stereo not drawn) | 4 | 9 | 0 | -7 | -2 | 1.9 | -1 | 1 | 0
COC(=O)c1ccc(OCCCCN2CC(C)OC(C)C2)cc1 (stereo not drawn) | -8 | -5 | -11 | -8 | -6 | -2.6 | 0 | -4 | -4
Cc1ccc([N+](=O)[O-])cc1NC(=O)C[n+]1ccccc1 | -5 | 2 | 12 | 3 | -1 | -0.1 | 2 | 3 | 6
COc1ccccc1NC(=O)/C=C/c1ccc2c(c1)OCO2 | -26 | 7 | -3 | 0 | 2 | -0.5 | -2 | 1 | -4
COc1ccc(-c2ccnc3nc(/N=C/N(C)C)nn23)cc1 | 0 | 2 | 1 | 1 | 0 | 2.3 | 2 | 4 | 7
O=C(Cn1nc(C(=O)O)c2ccccc2c1=O)Nc1ccc(F)cc1F | 7 | 1 | -6 | 4 | -4 | -2.0 | -3 | 4 | -12
CCOC(=O)N1CCN(c2c(N3CCc4ccccc4C3)c(=O)c2=O)CC1 | -1 | 8 | 9 | 4 | 6 | x | -8 | -4 | 7
Cc1cc(NC(=O)C(C)SCC(=O)Nc2nc3c(F)cc(F)cc3s2)no1 (stereo not drawn) | -3 | -1 | -6 | x | -7 | x | x | x | -5
CC(NC(=O)CN1C(=O)COc2ccccc21)c1ccccc1 (stereo not drawn) | 2 | 0 | 4 | -4 | 4 | -0.2 | 2 | 1 | -1
